All columns: NCI-60 one-dose screen, growth in % after 48 h at 10 µM unless noted; 100 = growth as untreated, 0 = no growth, -100 = all killed.
M14 – M14 melanoma. actives 6.2% (n = 80,000). AID 1794745
SK-MEL-28 – SK-MEL-28 melanoma. actives 4.1% (n = 81,000). AID 1794761
SK-MEL-5 – SK-MEL-5 melanoma; actives 6.4% (n = 80,000); AID 1794755
EKVX – EKVX NSCLC | actives 3% (n = 71,000) | AID 1794765
UACC-257 – UACC-257 melanoma; actives 4.4% (n = 78,000)
HOP-92 – HOP-92 NSCLC cells; actives 6.3% (n = 71,000); AID 1794738
UACC-62 – UACC-62 melanoma | actives 5.4% (n = 81,000)
A549/ATCC – A549/ATCC NSCLC. AID 1794740. actives 3.7% (n = 81,000)
An asterisk follows results filed as active; · = no result given; & = joins results of further samples. How the source made its calls: active means growth percent below 10; inactive means the rest.

item | SMILES | M14 | SK-MEL-28 | SK-MEL-5 | EKVX | UACC-257 | HOP-92 | UACC-62 | A549/ATCC
1 | COc1cc(N=C2C(=O)N(Cc3ccc(Cl)cc3)c3ccccc32)cc(OC)c1OC | 95.9 | 94.7 | 97.3 | 89.8 | 93.2 | 86.4 | 88.6 | 91.5
2 | O=c1c2ccccc2nc2oc3ccccc3n12 | 107.7 | 113.2 | 103.5 | 61.9 | · | 87.3 | 90.3 | 96.8
3 | c1cc(N2CCOCC2)nc(NCCCNc2nc(N3CCOCC3)nc(N3CCOCC3)n2)n1 | 90.3 | 96.7 | · | · | 89.9 | · | 111.0 | 99.4
4 | CCN(CC)CCCNCCS | 100.2 | 110.2 | 101.6 | · | 98.0 | 101.4 | 96.8 | 99.0
5 | COc1ccc(C2NC(=O)NC(C)=C2C(=O)OC(C)C)cc1OC (stereo not drawn) | 101.3 | 106.7 | 110.2 | 95.3 | 118.8 | 111.7 | 97.4 | 109.8
6 | O=S(=O)(Nc1ccccn1)c1ccc(Nc2nc(N3CCOCC3)c3ccccc3n2)cc1 | 109.1 | 99.3 | 92.4 | 97.9 | 88.0 | 94.5 | 96.6 | 64.9
7 | NCCNc1nc2ccc(F)cc2c2c(=O)c3cc(F)ccc3sc12 | 15.7 | 91.0 | · | 75.9 | 79.4 | 17.4 | 84.2 | 43.7
8 | CN1CCC2(CC1)OC(c1ccccc1)C(c1ccccc1)O2 (stereo not drawn) | 92.3 | 100.2 | 103.9 | 100.6 | 87.7 | 86.6 | · | 81.7
9 | CCOC(=O)c1c(CN(C)Cc2ccccc2)nc2ccc(Cl)cc2c1-c1ccccc1 | 103.2 | 124.2 | 82.4 | 127.1 | 101.7 | 88.6 | 87.1 | 99.9
10 | C=C1CC[C@@H]2[C@](C)(COC(C)=O)[C@H](OC(C)=O)CC[C@@]2(C)[C@@H]1CC(NC1CC1)C1=CCOC1=O (stereo partly drawn) | 93.7 | 107.7 | 96.5 | 86.7 | 100.6 | 83.7 | 84.5 | 82.9

The closing 4 entries of the part before are carried over, then new ones follow.
item | SMILES | M14 | SK-MEL-28 | SK-MEL-5 | EKVX | UACC-257 | HOP-92 | UACC-62 | A549/ATCC
7 | NCCNc1nc2ccc(F)cc2c2c(=O)c3cc(F)ccc3sc12 | 15.7 | 91.0 | · | 75.9 | 79.4 | 17.4 | 84.2 | 43.7
8 | CN1CCC2(CC1)OC(c1ccccc1)C(c1ccccc1)O2 (stereo not drawn) | 92.3 | 100.2 | 103.9 | 100.6 | 87.7 | 86.6 | · | 81.7
9 | CCOC(=O)c1c(CN(C)Cc2ccccc2)nc2ccc(Cl)cc2c1-c1ccccc1 | 103.2 | 124.2 | 82.4 | 127.1 | 101.7 | 88.6 | 87.1 | 99.9
10 | C=C1CC[C@@H]2[C@](C)(COC(C)=O)[C@H](OC(C)=O)CC[C@@]2(C)[C@@H]1CC(NC1CC1)C1=CCOC1=O (stereo partly drawn) | 93.7 | 107.7 | 96.5 | 86.7 | 100.6 | 83.7 | 84.5 | 82.9
11 | CN1CCN(c2ccc(-c3ccc4ncc(C#N)c(Nc5ccc(F)c(Cl)c5)c4c3)cc2)CC1 | -33.5* | -43.1* | 58.1 | 54.4 | -0.4* | 63.5 | 69.7 | 45.6
12 | O=C(CCC(=O)c1nc2ncccc2[nH]1)NN1C(=O)CSC1c1ccccc1O (stereo not drawn) | 96.1 | 118.9 | 94.9 | 90.3 | 110.6 | 98.6 | 96.1 | 97.9
13 | OCC1(CO)COC2(CCCCC2)N1 | 96.2 | 107.8 | 103.4 | · | 90.0 | 104.8 | 104.9 | 99.4
14 | Cc1nn(Cc2ccccc2)cc1C(=O)Nc1sc2c(c1C(N)=O)CCC(=O)C2 | 16.7 | 29.8 | 28.8 | 54.9 | 70.7 | 31.2 | 13.9 | 84.7
15 | CSc1ccc(SC2c3ccc(C)cc3Oc3nc(N)c(C#N)c(N)c32)cc1 (stereo not drawn) | -81.6* | -86.7* | · | -48.6* | -76.3* | -67.6* | -75.1* | 0.6*
16 | FC(F)(F)C(F)(F)C(F)(F)c1nc2nc(Cl)c(Cl)nc2[nH]1 | 102.6 | 110.1 | 103.3 | 109.1 | 106.1 | 108.0 | 98.7 | 95.8
17 | CC1(C)CC(=O)C2(CNC3=C(CCC(C)(C)C3)C2)C(=O)C1 | 107.7 | 106.1 | 99.1 | · | · | · | 99.0 | ·
18 | CCC(CC)COCCOCCCN1C(=O)C2C(C)C=CC(C3OCCO3)C2C1=O (stereo not drawn) | 99.1 | 99.6 | 84.8 | 87.7 | 91.8 | 71.6 | 69.9 | 90.8
19 | CCOC(=O)c1ccccc1-c1c2cc(Br)c(=O)c(Br)c-2oc2c(Br)c(O)c(Br)cc12 | 106.5 | 108.6 | 101.6 | 122.7 | 125.3 | 76.6 | 98.9 | 111.6
20 | C[C@H]1[C@H]2C3=CC[C@@H]4[C@@]5(C)CCC(=O)C(C)(C)[C@@H]5CC[C@@]4(C)[C@]3(C)CC[C@@]2(C(=O)N2CCN(C)CC2)CC[C@@H]1C | 87.8 | 89.5 | 82.7 | 65.3 | 86.6 | 67.9 | 77.5 | 79.1
21 | Cc1ccc(S(=O)(=O)NN2CCCCCC2)cc1 | 116.7 | 96.4 | 101.2 | 101.0 | 92.0 | 110.9 | 99.5 | 97.5
22 | Cc1ccc(/C=c2\sc3nc4ccccc4n3c2=O)cc1 | 104.1 | 96.5 | 101.4 | 85.1 | 108.1 | 106.0 | 95.7 | 106.1
23 | O=c1scc(-c2ccc([N+](=O)[O-])cc2)s1 | 112.7 | 107.5 | 97.8 | 82.3 | 101.8 | 73.7 | 88.8 | 95.6
24 | COC(=O)CC1=CCC(n2cc(F)c(N)nc2=O)O1 (stereo not drawn) | 99.9 | 99.4 | 105.3 | · | 104.0 | 69.7 | 75.3 | 110.1
25 | CS(=O)(=O)/C(C#N)=C/c1c[nH]c2ccccc12 | 103.5 | 138.3 | 102.1 | 102.7 | 98.9 | 86.1 | 103.9 | 107.4
26 | CC(C)CNCC(=O)Nc1cccc(C(=O)OC(C)C)c1 | 91.7 | 105.1 | 97.6 | 92.2 | 110.1 | 84.9 | 98.6 | 97.6
27 | CCN(CC)CCNc1ccc(C)c2sc3ccccc3c(=O)c12 (tested in a mixture with another compound) | -40.5* | -6.1* | -91.5* | 86.6&68.6 | -51.9* | 38.1&68.6 | -47.5* | 19.8&21.9
28 | C=CCn1c(SCC(=O)Nc2ccc(C(=O)/C=C/c3ccccc3)cc2)nnc1-c1ccc(OC)cc1 | 97.0 | 103.8 | 96.8 | 88.4 | 100.3 | 98.4 | 84.9 | 81.8
29 | C/C(=N/O)c1ccc(N2C(=O)c3c(Br)c(Br)c(Br)c(Br)c3C2=O)cc1 | 102.8 | 107.7 | 100.3 | 96.7 | 96.7 | 97.3 | 95.1 | 100.4
30 | NS(=O)(=O)c1ccc(CCn2c(SCC(=O)c3ccc(Br)cc3)nc3ccccc3c2=O)cc1 | 101.1 | 100.0 | 103.6 | 96.4 | 110.4 | 107.8 | 106.1 | 112.1

The list goes on; it opens with the 5 that closed the last part.
item | SMILES | M14 | SK-MEL-28 | SK-MEL-5 | EKVX | UACC-257 | HOP-92 | UACC-62 | A549/ATCC
26 | CC(C)CNCC(=O)Nc1cccc(C(=O)OC(C)C)c1 | 91.7 | 105.1 | 97.6 | 92.2 | 110.1 | 84.9 | 98.6 | 97.6
27 | CCN(CC)CCNc1ccc(C)c2sc3ccccc3c(=O)c12 (tested in a mixture with another compound) | -40.5* | -6.1* | -91.5* | 86.6&68.6 | -51.9* | 38.1&68.6 | -47.5* | 19.8&21.9
28 | C=CCn1c(SCC(=O)Nc2ccc(C(=O)/C=C/c3ccccc3)cc2)nnc1-c1ccc(OC)cc1 | 97.0 | 103.8 | 96.8 | 88.4 | 100.3 | 98.4 | 84.9 | 81.8
29 | C/C(=N/O)c1ccc(N2C(=O)c3c(Br)c(Br)c(Br)c(Br)c3C2=O)cc1 | 102.8 | 107.7 | 100.3 | 96.7 | 96.7 | 97.3 | 95.1 | 100.4
30 | NS(=O)(=O)c1ccc(CCn2c(SCC(=O)c3ccc(Br)cc3)nc3ccccc3c2=O)cc1 | 101.1 | 100.0 | 103.6 | 96.4 | 110.4 | 107.8 | 106.1 | 112.1
31 | O=C(CSc1nnc2n(Cc3ccccc3)c(=O)c3c4c(sc3n12)CCCC4)c1ccccc1 | 97.3 | 134.2 | 114.6 | 101.9 | 104.7 | 88.3 | 110.1 | 99.1
32 | CCn1c(Sc2nnc(/N=C3\NC(=O)CS3)s2)nc2c1c(=O)n(C)c(=O)n2C | 96.3 | 96.8 | 99.4 | 95.4 | 102.3 | 94.7 | 92.5 | 103.8
33 | CN(C)CCN1C(=O)c2cccc3c(-c4ccc5ncn(C6CCCCC6)c5c4)ccc(c23)C1=O | 30.2 | 47.2 | 21.4 | 29.8 | 23.1 | · | 24.6 | 3.3*
34 | O=C(NCc1cccc(C(F)(F)F)c1)[C@H](CCC(=O)N1CCN(C2CCCCC2)CC1)N1C(=O)[C@@H](N2C(=O)OC[C@@H]2c2ccccc2)[C@H]1/C(Cl)=C/c1ccccc1 | 37.9 | 18.6 | -59.5* | 53.8 | 24.9 | 32.6 | 60.3 | 37.7
35 | CCCCCCCCC(C)OC(=O)c1nn(C(C)=O)c2ccccc12 (stereo not drawn) | 101.2 | 115.7 | 97.7 | 92.2 | 99.7 | 98.7 | 92.3 | 94.1
36 | C[C@@H]1NC(=O)CNC(=O)[C@H](CCCNC(=N)N)NC(=O)[C@H](Cc2ccc(O)cc2)NC(=O)[C@H](CO)NC(=O)[C@H](Cc2c[nH]c3ccccc23)NC(=O)[C@H](CCC(N)=O)NC(=O)[C@H](Cc2c[nH]cn2)NC(=O)[C@@H](Cc2ccc(O)cc2)NC(=O)CSC[C@@H](C(N)=O)NC(=O)[C@H](CO)NC(=O)[C@H](CCCNC(=N)N)NC(=O)[C@H](Cc2ccc(O)cc2)NC(=O)[C@H]([C@@H](C)O)NC1=O | 107.2 | 127.2 | 105.5 | 105.8 | 100.0 | 111.8 | 106.7 | 103.8
37 | Cc1ccc2c(c1C)C(=O)C(=O)N2 | 101.2 | 121.2 | 116.2 | 111.0 | 106.3 | 83.3 | 106.4 | 106.7
38 | CC(C)Oc1nc(-c2cccnc2)nc2c1sc(=S)n2-c1ccccc1 | 99.2 | 103.8 | 95.6 | 105.0 | 88.2 | 72.0 | 86.2 | 88.7
39 | C=C(CN1CC=CCC1)[C@@H]1CC[C@]2(C(=O)OC)CC[C@]3(C)[C@H](CC[C@@H]4[C@@]5(C)CC[C@H](OC(C)=O)C(C)(C)[C@@H]5CC[C@]43C)[C@@H]12 | 86.1 | 94.9 | 90.3 | 109.3 | 91.9 | 71.2 | 80.7 | 100.4
